Screens deposited in PubChem BioAssay by several laboratories.
FLuc inhib CS – inhibits firefly luciferase, flagging false hits in luciferase inhibition screens. P08659. ATPLite firefly luciferase biochemical luminescence, 10 min. inhibition, % at 10 µM. hit rate 1.5% among 200,000;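 active = inhibition above about 50% when tested at 10 µM, limit read from the data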
Target sequence (P08659 whole entry, looked up): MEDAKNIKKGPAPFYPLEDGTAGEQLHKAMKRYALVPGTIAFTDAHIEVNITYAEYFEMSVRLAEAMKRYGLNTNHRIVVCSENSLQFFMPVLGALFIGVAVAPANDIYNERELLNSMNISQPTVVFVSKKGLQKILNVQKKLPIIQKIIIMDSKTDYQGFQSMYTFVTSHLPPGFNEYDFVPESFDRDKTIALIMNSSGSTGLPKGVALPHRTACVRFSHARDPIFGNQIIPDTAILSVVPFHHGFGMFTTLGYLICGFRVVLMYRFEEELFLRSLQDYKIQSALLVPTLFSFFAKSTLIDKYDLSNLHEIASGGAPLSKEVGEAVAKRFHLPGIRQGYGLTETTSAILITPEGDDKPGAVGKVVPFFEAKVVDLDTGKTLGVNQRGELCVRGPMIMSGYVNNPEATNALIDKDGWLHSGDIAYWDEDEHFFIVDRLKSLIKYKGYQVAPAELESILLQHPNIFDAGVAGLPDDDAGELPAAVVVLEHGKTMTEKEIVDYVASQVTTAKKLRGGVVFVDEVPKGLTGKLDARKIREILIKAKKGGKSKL
TNAP inh hi DEA – TNAP (human) inhibition, high acceptor; P05186; purified TNAP, CDP-star luminescence, 1 M DEA; inhibition, % at 20 µM; hit rate 0.03% among 200,000; AID 1135;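 active = over 50% inhibition of tissue-nonspecific alkaline phosphatase at 20 µM in the single-dose screen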;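 also: plate controls were DMSO wells for no effect and EDTA-quenched wells as full inhibition for full effect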
Target sequence (P05186 whole entry, looked up): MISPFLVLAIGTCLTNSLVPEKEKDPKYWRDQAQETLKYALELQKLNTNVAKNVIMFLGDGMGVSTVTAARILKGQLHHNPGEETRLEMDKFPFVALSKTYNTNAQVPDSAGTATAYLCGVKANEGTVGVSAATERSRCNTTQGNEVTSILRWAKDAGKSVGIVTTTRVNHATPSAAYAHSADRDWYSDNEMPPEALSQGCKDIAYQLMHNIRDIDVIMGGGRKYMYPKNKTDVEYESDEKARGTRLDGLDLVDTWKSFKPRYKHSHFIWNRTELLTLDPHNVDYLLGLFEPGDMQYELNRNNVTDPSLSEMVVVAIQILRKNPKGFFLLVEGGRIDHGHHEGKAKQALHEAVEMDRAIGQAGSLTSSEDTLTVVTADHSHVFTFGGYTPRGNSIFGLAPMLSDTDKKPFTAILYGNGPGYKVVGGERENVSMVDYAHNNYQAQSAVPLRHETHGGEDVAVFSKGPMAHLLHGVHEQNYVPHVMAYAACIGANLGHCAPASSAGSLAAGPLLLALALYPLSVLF
Lmaj promast – inhibitors of Leishmania major promastigote growth. hit rate 9% among 200,000. AID 1063. Leishmania major promastigotes, resazurin fluorescence viability. inhibition, % at 10 µM; in the data active = inhibition above about 50%;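 also: promastigotes grown with compound for 44 hours at 28 °C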
TNAP inh noacc – TNAP (human) inhibition, acceptor-free conditions | P05186 | purified TNAP, CDP-star luminescence, 30 min | inhibition, % at 20 µM | hit rate 0.26% among 200,000 | AID 1012;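 active = tissue-nonspecific alkaline phosphatase inhibition above about 50% at 20 µM in the single-dose screen, limit read from the data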;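 also: 0% = DMSO negative control and 100% = EDTA positive control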
TNAP act hi DEA – increases human TNAP activity under high phosphate acceptor concentration; P05186; purified TNAP, CDP-star luminescence, 1 M DEA, 30 min; active compounds read high; 0 = EDTA background, 1 = DMSO-only activity; activation factor at 20 µM; 200,000 tested, under 10 active; AID 1136;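 active = activation factor at least 2 at 20 µM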
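Dosing: 20 µM single point. System: human TNAP. Amount: TNAP 1/800 final. Incubation: 30 min, room temperature. Read-out: TNAP activation factor scaled between EDTA and DMSO control wells. Signal: luminescence from CDP-star hydrolysis. Medium: 1 M DEA, pH 9.8, Mg2+, Zn2+. Control set: EDTA negative control, DMSO positive control.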
bIAP inhibitor – blocks bovine intestinal alkaline phosphatase activity; purified bovine IAP, CDP-star luminescence, 30 min; inhibition, % at 20 µM; 190,000 tested, under 10 active; AID 1019;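 active = over 50% inhibition of intestinal alkaline phosphatase at 20 µM in the single-dose screen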
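System: Purified bovine intestinal alkaline phosphatase (IAP) enzyme | Input: IAP diluted 1/65,000,000 in the well | Also added: CDP-star chemiluminescent phosphatase substrate, 30 µM final | Dosing: 20 µM single dose | Times: Enzyme reaction for 30 min at room temperature | Detection: Luminescence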
RAM network inh – blocks the yeast RAM network. S. cerevisiae dse1pr::URA3 reporter, 5-FOA growth OD615, 2 d; analog-sensitive cbk1-as2 kinase mutant strain. inhibition, % at 50 µM. hit rate 1.8% among 190,000. AID 868;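 active = inhibition above a set limit, 3 SD over mean compound inhibition, cut at about 8.4% in these data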;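 also: 0% = DMSO-only wells with no growth and 100% = 10 µM 1-NA-PP1 full growth; inhibition rescues growth on 5-FOA so higher OD means more RAM inhibition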
APP 5UTR inh – APP translation inhibition; hit rate 0.82% among 190,000; SH-SY5Y APP 5'UTR-luciferase reporter, luminescence; AID 1285; inhibition, % at 2 µM;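 active = inhibition above a set limit, derived from the sample mean plus 3 SD, cut at about 45% in these data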; also: values of inactives mirror those of a sister screen read the other way
bIAP activator – increases bovine intestinal alkaline phosphatase activity | activation factor at 20 µM | hit rate 0.17% among 200,000 | AID 1016 | purified bovine IAP, CDP-star luminescence, 30 min; active compounds read high; fold of DMSO-control signal, blank-subtracted;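 active = activation factor of 2 or more at 20 µM, a signal rise over negative controls twice the positive control's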
FLuc stim CS – affects firefly luciferase, flagging false hits in luciferase stimulation screens; activation factor at 10 µM; AID 1027; P08659; 200,000 tested, under 10 active; ATPlite luciferase biochemical, luminescence, 10 min; 0 = ATP-free wells, 1 = DMSO control;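 active = luciferase activation factor, scaled between plate controls, of at least 2 with compound at 10 µM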
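Material: Luciferase/luciferin reagent mix | Doses: Test compounds dosed from 2 mM stocks in 100% DMSO | Timing: 10 min incubation after luciferase reagent addition, room temperature | Measured by: Luminescence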
Numbers without * were called inactive. Not a hit list. Share with any hit: about 13%.

Below each compound: FLuc inhib CS	TNAP inh hi DEA	Lmaj promast	TNAP inh noacc	TNAP act hi DEA	bIAP inhibitor	RAM network inh	APP 5UTR inh	bIAP activator	FLuc stim CS
CCCOc1ccc(C(=O)Nc2ccc(N3CCN(C(C)=O)CC3)cc2)cc1
→ -2	0	1	-7	1	-4	0.5	-14	1	1
N#CCN1CCC(c2cc(-c3ccco3)n[nH]2)CC1
→ 2	7	6	39	0.9	-10	1.0	10	1.1	1
CCOC(=O)c1oc2ccc(CNC3CCCCC3)c(Cl)c2c1C
→ -5	-5	96*	-8	1.1	2	-1.2	6	1	1.1
CCOC(=O)CC1C(=O)NCCN1S(=O)(=O)c1ccc(OC)cc1 (stereo not given)
→ -6	0	-3	-8	1	-4	1.3	-1	1	1.1
CC1=C(C(=O)Nc2ccccn2)C(c2cn(C)nc2C)C2=C(CCCC2=O)N1 (stereo not given)
→ 3	1	-2	-2	1	-10	1.0	-16	1.1	1
Cc1c(N)cc[n+](CC(=O)c2ccccc2)c1C
→ -8	-6	-8	-3	1.1	7	2.3	20	0.9	1.1
COc1ccccc1C(=O)Nc1ccon1
→ -2	0	-1	-10	1	8	3.0	19	0.9	1
COc1ccc(Cl)c2c1[nH]c1nc(SCc3cccnc3)nnc12
→ 0	3	0	-13	1	-30	2.8	-3	1.3	1
Cc1cccc(OCC(=O)N2CCN(C(=O)Cc3ccccc3)CC2)c1
→ -10	-3	-1	-1	1	3	3.3	8	1	1.1
Cc1ccc(C(=O)C(OC(=O)COc2ccccc2C)c2ccccc2)cc1 (stereo not given)
→ -8	-4	-5	-7	1	18	14*	-12	0.8	1.1
CCOC(=O)c1ccc(NC(=O)C2=C(C)Nc3nc(CCCO)nn3C2c2cccc(C)c2)cc1 (stereo not given)
→ -4	-5	0	-12	1.1	7	4.1	-7	0.9	1
CC(C)N(C(=O)CSc1nc2ccccc2n1Cc1ccc(F)cc1)C(C)C
→ -7	-4	12	-2	1	-1	1.1	14	1	1.1
CCOc1ccc(-c2nnn(CC(=O)c3ccc4c(c3)OCCO4)n2)cc1
→ 2	-2	-5	-5	1	-5	5.7	-17	1	1
COc1ccc(C)cc1NC(=O)CN1CCN(c2ccccc2F)CC1
→ -4	-7	2	-10	1.1	-4	0.7	-13	1	1
CCn1c(=O)cc(OCC(=O)NCCc2ccc(OC)c(OC)c2)c2ccccc21
→ -2	-4	3	-4	1	-21	1.9	-10	1.2	1
Cc1c(NC(=O)C(C)OC(=O)CC2Sc3ccccc3NC2=O)c(=O)n(-c2ccccc2)n1C (stereo not given)
→ -5	-4	21	-9	1	-11	1.4	-31	1.1	1
NCCCC[C@@H](C(=O)N1CCNCC1)n1cc([C@@H](N)CO)nn1
→ -6	-5	-5	-12	1.1	12	0.5	-21	0.9	1.1
Cc1cc(C)nc(NS(=O)(=O)c2ccc(NC(=O)c3ccc(N4C(=O)CCC4=O)cc3)cc2)n1
→ -4	1	-2	-11	1	8	1.9	8	0.9	1
O=C(NCC(=O)N(c1cccnc1)C(C(=O)NC1CCCC1)c1cccs1)c1cccs1 (stereo not given)
→ -3	2	-4	-5	1	2	1.9	-15	1	1
COc1ccc2nc(SCC(=O)NC(C)C)[nH]c2c1
→ -2	1	21	-6	1	6	0.6	25	0.9	1
CC1CN(C(=O)c2ccccc2Oc2ccccc2)CC(C)O1 (stereo not given)
→ -8	-6	-6	-9	1.1	7	1.5	3	0.9	1.1
CCOC(=O)N1CCC(NC(=O)c2cc(C(=O)NCc3cccc(Cl)c3)ccc2CO)CC1
→ -8	0	-3	-13	1	6	4.5	6	0.9	1.1
Cn1c(C(=O)OC(C(=O)NCC2CCCO2)c2cccnc2)cc2sccc21 (stereo not given)
→ -3	-4	7	-7	1	-1	-0.4	-3	1	1
COc1cccc(-c2cc3nc4c(c(NCC(C)(C)CN(C)C)n3n2)CCCC4)c1
→ 2	-7	77*	-38	1.1	6	-0.2	-103	0.9	1
CC(C)NC(=O)[C@H](CSCc1ccccc1)N1Cc2ccccc2C1=O
→ -1	3	-5	-4	1	10	2.0	2	0.9	1
CCC(c1ccccc1)c1nc(-c2cccnc2)no1 (stereo not given)
→ -10	-2	-8	4	1	10	-1.5	1	0.9	1.1
CCCC(=O)NC(=S)Nc1cccc(Cl)c1N1CCCCC1
→ 0	6	9	0	0.9	35	8.7*	-3	0.6	1
Cc1cc(C)c(C#N)c(SCS(=O)Cc2ccccc2)n1 (stereo not given)
→ -3	1	16	-4	1	7	-0.1	10	0.9	1
CCC(=O)NC(O)C(=O)c1ccc(C)cc1 (stereo not given)
→ -8	1	-2	-2	1	8	1.5	19	0.9	1.1
Cc1cccc(NC(=S)N2CCC(N(C)CC3CCCO3)CC2)c1 (stereo not given)
→ -7	-3	86*	-3	1	0	1.2	-9	1	1.1
c1ccc2c(c1)nc(NCC1CCCO1)c1nnnn12 (stereo not given)
→ -1	-2	-2	-10	1	11	-0.8	8	0.9	1
CCC(=O)Nc1sc(C(=O)Nc2ccccc2)c(C)c1C(=O)OC
→ 0	-2	0	-3	1	-1	-0.5	-53	1	1
O=C(OCc1nnc(-c2ccccc2)o1)c1ccc(S(=O)(=O)NCc2ccco2)cc1
→ -8	0	16	-9	1	14	2.0	-20	0.9	1.1
c1ccc(SCc2nc3ccccc3[nH]2)cc1
→ 22	0	6	-18	1	-1	0.7	-68	1	0.8
CNC(=O)COC(=O)c1cc(SC)ccc1Cl
→ -5	-6	-1	-6	1.1	6	1.3	-10	0.9	1
CC(NC(=O)Nc1ccccc1C(F)(F)F)C1CCCO1 (stereo not given)
→ -4	1	-6	-8	1	2	-0.4	1	1	1
COc1ccc(S(=O)(=O)N2CCN(Cc3ccc4c(c3)OCO4)CC2)c2ccccc12
→ -8	-7	-4	-4	1.1	-11	1.8	-12	1.1	1.1
CN=c1scc(-c2ccco2)n1/N=C/c1ccc(O)c(O)c1
→ 88*	11	16	67*	0.9	9	1.6	-9	0.9	0.1
O=C(CCCc1ccccc1)Nc1ccccn1
→ 4	-3	1	-7	1	5	0.2	-3	0.9	1
COc1ccc(-c2csc3nc(-c4cccnc4)nc(Cl)c23)cc1OC
→ -2	-9	54*	-8	1.1	1	1.9	-36	1	1
Cc1ccc(-c2ccccc2NC(=O)CCl)o1
→ -3	-7	26	-13	1.1	-1	0.0	6	1	1
O=C1OC(/C(=C\Nc2cc(Cl)ccc2O)[N+](=O)[O-])c2ccccc21 (stereo not given)
→ 0	16	16	37	0.8	1	2.2	-43	1	1
Cc1nn(-c2ccccc2)c(C)c1N
→ -8	-4	14	-2	1	-13	0.7	9	1.1	1.1
COc1ccc(NS(=O)(=O)c2cc(C)ccc2NC(=O)c2cc(C)oc2C)cc1
→ 11	2	52*	11	1	7	0.1	95*	0.9	0.9
O=C(COn1nnc2ccc(S(=O)(=O)N3CCOCC3)cc21)Nc1c(F)c(F)c(F)c(F)c1F
→ -4	-7	10	-5	1.1	6	0.4	-13	0.9	1
CCS(=O)(=O)Nc1ccc(C2=NN(C(=O)c3ccco3)C(c3ccc(C)cc3)C2)cc1 (stereo not given)
→ -1	-6	74*	-10	1.1	-4	6.3	9	1	1
Cn1ncc2c(Nc3cccc4ccccc34)ncnc21
→ -6	-5	-6	-22	1.1	7	2.6	2	0.9	1.1
C=CCNC(=S)NNC(=O)c1cccn(Cc2ccc(Cl)cc2Cl)c1=O
→ -7	-4	-4	-10	1	-21	1.9	0	1.2	1.1
Cc1ccc(S(=O)(=O)N2C(=O)C(C)SC2=Nc2ccccc2)cc1 (stereo not given)
→ -4	-6	-8	-10	1.1	-5	3.0	-4	1	1
CCOc1cc(-c2nc(C)c(C(C)=O)n2O)ccc1OCC(=O)Nc1ccccc1
→ -10	-3	-2	-27	1	2	5.1	20	1	1.1
NNC(=O)CSc1ncc(-c2ccccc2)[nH]1
→ -5	-5	-1	-19	1	0	0.5	-12	1	1.1
Fc1ccc(CN2CCSCC2)cc1Br
→ -5	-4	-4	-13	1	-5	-0.5	-56	1	1
COc1ccc2cc(CCl)c(Cl)nc2c1
→ 3	-2	5	-6	1	-7	0.3	-1	1.1	1
CC/C(=N\NC(=O)C(N)=O)c1ccccc1O
→ -5	-2	-6	-8	1	24	1.0	0	0.8	1.1
CC(=O)SCCC(=O)N1C(C)CCCC1C(=O)O (stereo not given)
→ -1	-2	0	-12	1	4	0.4	-2	1	1
O=C(CC1NC(=O)NC1=O)Nc1cccc2ccccc12 (stereo not given)
→ -2	-3	-3	-9	1	-7	2.8	-41	1.1	1
CCCOc1ccc(C(=O)N2CCN(c3ccc(N)cc3Cl)CC2)cc1
→ -5	-1	20	-8	1	11	0.2	-19	0.9	1.1
S=C1SCN(Cc2ccccn2)CN1Cc1ccco1
→ -8	4	80*	-11	1	4	-0.8	-10	1	1.1
CCCCN1C(=O)N(C)C2NC(=O)NC21 (stereo not given)
→ -4	0	0	-10	1	-4	0.7	-9	1	1
CC(=O)Nc1ccc(C(=O)N/N=C/c2cc(Br)cc(Br)c2O)cc1
→ -5	0	25	-7	1	-8	3.9	25	1.1	1.1

(more compounds)
Below each compound: FLuc inhib CS	TNAP inh hi DEA	Lmaj promast	TNAP inh noacc	TNAP act hi DEA	bIAP inhibitor	RAM network inh	APP 5UTR inh	bIAP activator	FLuc stim CS
C/C(=N\O)C(=O)NCc1ccccn1
→ -6	1	-6	-8	1	8	0.9	0	0.9	1.1
CN(CCC#N)C(=O)COc1ccc(Br)cc1Cl
→ -2	-5	0	-16	1.1	-2	0.1	-11	1	1
NC1=NN=C(N2N=C(c3ccc(Br)cc3)CC2(O)C(F)(F)F)n2ncnc2C1 (stereo not given)
→ -2	-2	-1	-163	1	-8	0.4	-10	1.1	1
CNS(=O)(=O)c1cccc(C(=O)OCC(=O)c2cc3ccccc3o2)c1
→ 2	0	-7	-2	1	11	3.0	20	0.9	1
CCOC(=O)C1(Cc2cccc(OC)c2)CCN(C/C=C/c2ccccc2)CC1
→ -2	0	80*	-2	1	14	1.6	20	0.9	1

Whole records as entered above. Screens in order: FLuc inhib CS | TNAP inh hi DEA | Lmaj promast | TNAP inh noacc | TNAP act hi DEA | bIAP inhibitor | RAM network inh | APP 5UTR inh | bIAP activator | FLuc stim CS
Shown for `NC1=NN=C(N2N=C(c3ccc(Br)cc3)CC2(O)C(F)(F)F)n2ncnc2C1` (stereo not given) = -2 | -2 | -1 | -163 | 1 | -8 | 0.4 | -10 | 1.1 | 1
Shown for `CCOC(=O)C1(Cc2cccc(OC)c2)CCN(C/C=C/c2ccccc2)CC1` = -2 | 0 | 80* | -2 | 1 | 14 | 1.6 | 20 | 0.9 | 1
Shown for `CNS(=O)(=O)c1cccc(C(=O)OCC(=O)c2cc3ccccc3o2)c1` = 2 | 0 | -7 | -2 | 1 | 11 | 3.0 | 20 | 0.9 | 1
Shown for `CN(CCC#N)C(=O)COc1ccc(Br)cc1Cl` = -2 | -5 | 0 | -16 | 1.1 | -2 | 0.1 | -11 | 1 | 1
